# Source: PubChem
# A549 tox = A549 cytotoxicity, counter-screen for Nrf2 inhibitors; A549 ARE-Fluc cells, CellTiter-Fluor viability, 18-24 h; Potency, µM (highest dose often 46 µM), for inactives: top-dose activity change, negative = cytotoxicity, hits mostly inhibitors; 390,000 compounds, 0.16% hits; AID 504648; further: potency means the concentration at half of the fitted maximal effect; on the % scale 0 is the no-effect control and ±100 the full control effect
#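 Cytotoxicity counterscreen: CellTiter-Fluor fluorescence was measured in A549 ARE_Fluc cells after 18-24 h of compound exposure in a concentration series. The subsequent BugLite luminescent read reports ARE-luciferase activity.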
# CCT modulator = changes cytosolic chaperonin activity; purified chaperonin ATPase assay, HTRF ADP detection, 30 min; activity change, % (test concentration not listed), hits read low; 360,000 compounds, 0.3% hits; in the data active means activity change below about -30%; further: on the % scale 0 is the no-effect control and ±100 the full control effect
#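 Nucleotide hydrolysis assay: TRiC at 20–40 nM final (set by batch activity) with 10 uM ATP, 30 min at 37 °C, in presence of 76 uM compound. Detection by competitive ADP HTRF, 30 min ambient.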
# Nrf2 ARE act = Nrf2 pathway activation. AREc32 ARE-luciferase reporter (MCF7-derived line), luminescence, 24 h. Potency, µM (titrated, usually from 46.1 µM), for inactives: top-dose activation, hits mostly activators. 410,000 compounds, 0.31% hits. AID 624171; further: potency means the concentration at half of the fitted maximal effect; % of control where 0% means no effect; nearly all actives have a fitted effect of over 65% in size
#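 Cells of the AREc32 ARE-luciferase line are plated in OPTI-MEM containing 5% FBS and left overnight at 37 deg C. Compounds are pinned in, incubation continues 24 hr, and firefly luciferase signal is then measured.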
# EPAC2 antag = blocks human EPAC2 exchange factor | 360,000 compounds, 0.18% hits | Q8WZA2 | EPAC2 GEF exchange of Rap1B-BODIPY-GDP, fluorescence | AID 720708 | Potency, µM (series often up to 114 µM), inactives show at the highest dose activity, negative = inhibition, hits mostly inhibitors; further: potency means the concentration at half of the fitted maximal effect; on the % scale 0 is the no-effect control and ±100 the full control effect; nearly all actives have a fitted effect of over 45% in size; many of its hits are not listed in these tables
# Target sequence (Q8WZA2 whole entry, looked up): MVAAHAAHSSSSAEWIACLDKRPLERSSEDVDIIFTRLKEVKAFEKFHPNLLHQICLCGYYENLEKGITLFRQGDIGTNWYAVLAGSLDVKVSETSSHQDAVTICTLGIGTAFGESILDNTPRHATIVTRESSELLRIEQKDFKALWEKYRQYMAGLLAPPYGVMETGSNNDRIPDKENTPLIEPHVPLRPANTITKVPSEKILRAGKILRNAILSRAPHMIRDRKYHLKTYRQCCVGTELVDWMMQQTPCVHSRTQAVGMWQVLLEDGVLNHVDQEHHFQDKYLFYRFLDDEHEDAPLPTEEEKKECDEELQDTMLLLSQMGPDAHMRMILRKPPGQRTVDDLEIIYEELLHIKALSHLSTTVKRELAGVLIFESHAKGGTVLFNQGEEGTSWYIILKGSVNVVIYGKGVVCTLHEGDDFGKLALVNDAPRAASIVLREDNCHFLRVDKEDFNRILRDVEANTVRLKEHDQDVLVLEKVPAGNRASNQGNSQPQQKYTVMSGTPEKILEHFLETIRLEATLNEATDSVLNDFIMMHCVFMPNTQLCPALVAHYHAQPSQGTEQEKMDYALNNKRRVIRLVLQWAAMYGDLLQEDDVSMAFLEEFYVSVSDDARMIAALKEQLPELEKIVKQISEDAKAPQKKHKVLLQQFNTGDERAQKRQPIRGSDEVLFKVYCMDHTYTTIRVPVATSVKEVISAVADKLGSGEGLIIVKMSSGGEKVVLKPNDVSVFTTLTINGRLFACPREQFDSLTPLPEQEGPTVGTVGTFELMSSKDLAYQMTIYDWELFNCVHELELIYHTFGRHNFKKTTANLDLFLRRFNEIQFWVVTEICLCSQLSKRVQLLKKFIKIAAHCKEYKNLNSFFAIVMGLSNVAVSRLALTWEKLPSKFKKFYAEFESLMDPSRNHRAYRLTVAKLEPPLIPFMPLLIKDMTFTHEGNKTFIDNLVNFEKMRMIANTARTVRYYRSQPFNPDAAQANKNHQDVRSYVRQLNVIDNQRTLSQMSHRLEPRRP
# EPAC2 ag = EPAC2 (human) agonism. 360,000 compounds, 0.079% hits. EPAC2 activation, biochemical qHTS; response scale: 100% = 6.5 mM cAMP response. AID 720711. Q8WZA2. Potency, µM (top dose mostly 154 µM), for the others: top-dose activation, usual class: activators; further: potency means the concentration at half of the fitted maximal effect; nearly all actives have a fitted effect of over 50% in size
#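 Readout is BODIPY fluorescence (480 nm excitation, 540 nm emission), which falls as labeled GDP is exchanged off Rap1B. EPAC2 at 100 nM acted on 250 nM RAP1B-BODIPY-GDP with 50 uM GDP present.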
# pAkt inh = inhibitors of Akt phosphorylation; Neuro2A IGF-stimulated pAkt S473 HTRF, 20 min; hits give low values; activity change, % for hits at 50 µM; 360,000 compounds, 0.32% hits; in the data active means activity change below about -80%; inconclusive means mostly about -51% to -80%; further: on the % scale 0 is the no-effect control and ±100 the full control effect
#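 Neuro2A cells (4,500/well, DMEM with 0.5% FBS) were treated with compound at a single 50 µM final concentration, stimulated with 6 nM IGF for 20 min at 37 °C, and lysed. Phospho-Akt Ser473 was read by HTRF as 665/615 ratio ×10^4.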
# Nrf2 inh = inhibitors of Nrf2 signaling; A549 ARE-Fluc reporter, luciferase luminescence, 18-24 h; Potency, µM (doses to about 46 µM), for inactives: at the top dose activity change, negative = inhibition, hits mostly inhibitors; 360,000 compounds, 2.1% hits; AID 504444; further: potency means the concentration at half of the fitted maximal effect; on the % scale 0 is the no-effect control and ±100 the full control effect; nearly all actives have a fitted effect of over 60% in size
#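 In this cell-based qHTS, ARE-driven firefly luciferase in A549 cells reports Nrf2 activity; the luminescent signal after BugLite lysis is the measured value, with a prior CellTiter-Fluor read for cell health.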
# MmCpn inh = blocks the Methanococcus maripaludis chaperonin Mm-Cpn; purified Mm-Cpn ATPase, ADP Transcreener TR-FRET; Potency, µM (doses to about 76.9 µM), inactives show at the top dose activity, negative = inhibition, hits mostly inhibitors; 330,000 compounds, 0.031% hits; AID 504842; further: potency means the concentration at half of the fitted maximal effect; on the % scale 0 is the no-effect control and ±100 the full control effect; nearly all actives have a fitted effect of over 80% in size
#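 ATPase turnover read by TR-FRET ADP competition (Eu cryptate antibody/ADP-d2, 665/590 nm): 10uM ATP final, 25nM Mm-CPN final, 30 min 37degC after 10-min compound preincubation, pH 7.4 Tris/KCl/MgCl2/DTT buffer.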
# TGFb inhibitor = TGF-b pathway inhibition; Potency, µM (doses to about 46.1 µM), inactives show at the highest dose activity, negative = inhibition, usual class: inhibitors; HepG2 CAGA-GFP TGF-b/SMAD3 reporter, GFP fluorescence, 18 h; TGF-beta stimulated, 500 pg/mL final; AID 588855; 410,000 compounds, 1.2% hits; further: potency means the concentration at half of the fitted maximal effect; on the % scale 0 is the no-effect control and ±100 the full control effect; nearly all actives have a fitted effect of over 65% in size
#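 GFP signal (ex488/em500-530) from TGF-beta-stimulated HEPG2 CAGA-GFP cells, 500 pg/mL final, 18 h at 37 degrees C in DMEM plus 1% FBS, normalized to unstimulated and DMSO-stimulated controls.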
# * hit, by the source's call; i = inactive; ? = inconclusive; . = no result given; & = joins results of further samples. Unless noted, the call rests on the fitted dose curve; in most records, active means well fitted curve in the direction sought with a large enough effect; inconclusive means small, poorly fitted or top-dose-only effect, or another doubt; inactive means no such curve, though single readings can be large; an effect the other way counts as inactive or inconclusive. The list is partial; the hit share may differ from the screen's.
# Each structure is followed by: pAkt inh	MmCpn inh	CCT modulator	Nrf2 ARE act	Nrf2 inh	EPAC2 antag	TGFb inhibitor	EPAC2 ag	A549 tox
Cn1c(NCc2ccco2)nc2ccccc21
→ i	-1%	-0.1	5.6%	2%	2%	2%	6%	17%
CC(CNC(=O)CCCn1c(=O)c2cccn2c2cccnc21)c1ccccc1 (stereo not drawn)
→ i	.	0.1	0.2%&-0.5%	?	-20%	?	0%	3%
CCC1CCCCN1CCCNC(=O)Cn1cc2c(n1)-c1c(oc(C(=O)N3CCCC3)c1C)CC2 (stereo not drawn)
→ i	-1%	-2.3	3.7%	-6%	-6%	3%	4%	-2%
CC(NC(=O)Nc1ccccc1)C(c1cccs1)N1CCN(C)CC1 (stereo not drawn)
→ i	0%	-0.9	-0.6%	5%	6%	12%	-3%	8%
Cc1cc(C)n(C(=O)CNC(=O)c2cccc(Cl)c2)n1
→ i	0%	-1.2	-0.3%	-2%	-5%	10%	3%	2%
COC(=O)c1cccc(-n2nnnc2SCC(=O)Nc2nc3c(s2)CCCC3)c1
→ i	0%	0.7	6.6%	?	-7%	-23%	-8%	0%
Cc1ccc(S(=O)(=O)N(C)CC(=O)NCc2ccncc2)cc1
→ i	0%	-3.9	0.2%	-3%	7%	30%	11%	22%
Cc1cc(C)n(C(=O)c2cc3ccccc3c(=O)o2)n1
→ i	-1%	-4.6	-0.4%	0%	5%	11%	3%	-4%
COc1ccc(NC(=O)COc2ccc(CNCCCN3CCOCC3)cc2OC)cc1
→ i	0%	1.5	0.2%	2%	13%	9%	-1%	-2%
O=C(CN1C(=O)NC(c2ccccc2)(c2ccccc2)C1=O)Nc1cccnc1Cl
→ i	-5%	1.3	-0.2%	-11%	0%	10%	3%	-2%
COc1cc(-c2noc(-c3ccc(N4CCCC4)c([N+](=O)[O-])c3)n2)cc(OC)c1OC
→ .	.	.	-0.9%	?	.	0%	.	-1%
O=C(CSc1nnc(-c2cccnc2)o1)N1CCCCC1
→ i	0%	1.7	-0.7%	?	-5%	2%	8%	2%
O=C(NCCNC(=O)c1cc(OCC(F)(F)F)ccc1OCC(F)(F)F)Nc1cccc(C(F)(F)F)c1
→ i	?	0.0	2.3%	?	?	?	-19%	.
Cc1cccc(CN2CCC(CNC(=O)CSc3cc(=O)n(C)c4cc(Cl)ccc34)CC2)c1
→ i	1%	-1.1	-0.2%	4%	6%	0%	7%	-6%
Cc1ccc(OCC(=O)Nc2ccccc2C(=O)N2CCCCC2)cc1
→ i	2%	2.5	-0.3%	3%	1%	3%	5%	3%
COc1ccc(C(=O)Nn2c(CCC(=O)O)ccc2-c2ccc(C)cc2)cc1OC
→ i	2%	-2.6	0.4%	9%	-11%	-28%	4%	4%
Cc1ccc(-c2noc(CCCC(=O)NCc3ccco3)n2)cc1
→ .	.	.	-0.3%	?	.	?	.	-8%
COc1ccc(Cl)cc1NC(=O)CSc1nc2[nH]ncc2c(=O)[nH]1
→ i	.	-2.1	5.7%	.	3%	3%	2%	.
CN(CC(=O)NC(=O)NCc1ccccc1)Cc1cccc(Cl)c1Cl
→ i	2%	-4.1	2.8%	0%	0%	-16%	30%	?
COc1ccc(NC(=O)CSCC(=O)NCCc2ccccn2)cc1
→ i	-4%	-5.6	-0.7%	-1%	4%	-14%	7%	1%
Cc1ccccc1NC(=O)COC(=O)c1ccc(S(=O)(=O)N2CCCCCC2)cc1
→ i	1%	2.2	-0.2%	10%	9%	1%	-6%	-3%
O=C(O)CC1(CC(=O)Nc2ccc3c(c2)C(=O)OC3)CCCCC1
→ i	0%	1.2	-0.4%	-6%	10%	-18%	6%	-22%
COc1ccc(CNC(=O)c2ccc(CS(=O)(=O)c3ccccc3C)o2)cc1
→ i	-1%	1.6	-0.3%	-21%	-2%	-10%	2%	0%
CCOc1ccc(N(CC(=O)Nc2c(C)n(C)n(-c3ccccc3)c2=O)S(=O)(=O)c2ccc(F)cc2)cc1
→ i	1%	1.3	-0.7%	?	11%	9%	5%	-2%
COC(=O)Cn1ncc2c(C)n(Cc3ccccc3)c(C)c2c1=O
→ i	1%	-2.9	3.1%	21%	3%	-14%	11%	11%
Cc1ccc(S(=O)(=O)c2nc(-c3cccc(C)c3)oc2N2CCN(c3ccccc3)CC2)cc1
→ .	.	.	-0.4%	21%	.	2%	.	-4%
CCOCCCNC(=O)c1c[nH]c2cc(C)ccc2c1=O
→ i	-1%	-1.7	0.4%	-14%	-4%	1%	9%	-6%
CCCS(=O)(=O)NC(=O)C1(C)CCCN(C(=O)c2ccc3snnc3c2)C1 (stereo not drawn)
→ i	.	0.7	-1.3%	.	14%	17%	1%	.
COc1cccc(NC(=O)COC(=O)c2ccccc2C(=O)N2CCN(c3ccccc3)CC2)c1
→ i	0%	-3.4	-0.3%	?	-2%	-13%	9%	-16%
Cc1cc(N2CCN(Cc3ccc4c(c3)OCO4)CC2)n2ncnc2n1
→ i	1%	-1.2	-0.9%	1%	5%	-17%	-1%	2%
COc1ccc(-c2ccc(C(c3c(C)[nH][nH]c3=O)c3c(C)[nH][nH]c3=O)o2)c([N+](=O)[O-])c1
→ i	?	1.3	?	-6%	-3%	?	7%	0%
Cc1cc(C)c2nc(NCCCNC(=S)NCCCN(C)C)c(C#N)cc2c1
→ i	?	-1.2	-2.6%	4%	0%	?	6%	22%
CC(C)C[C@H](N)c1nnc(S(=O)(=O)Cc2ccc(F)cc2)o1
→ .	-2%	-5.9	-3.8%	-25%	9%	?	?	-8%
Cc1cc(C)nc(NC=C2C(=O)OC(C)(C)OC2=O)n1
→ i	0%	-0.4	0.0%	-34%	0%	12%	3%	-1%
O=C1CC(C(=O)Nc2ccccc2)N=C(N2CCOCC2)N1 (stereo not drawn)
→ i	0%	-0.1	-0.6%	2%	17%	0%	-2%	-11%
Cc1cn([C@H]2C[C@H](O)[C@@H](CCC(=O)NCCc3cnc[nH]3)O2)c(=O)[nH]c1=O
→ i	.	-1.4	0.2%	3%	4%	-6%	8%	2%
Cc1ccc2c(c1)c1c(n2CC(O)CN2C(=O)CNC2=O)C(=O)CCC1 (stereo not drawn)
→ i	-7%	-4.3	-0.4%	-25%	-7%	-10%	0%	?
CN1CCN(c2ccccc2NC(=O)c2ccc(-c3ccccc3[N+](=O)[O-])o2)CC1
→ i	-1%	-0.9	13%	0%	3%	-13%	1%	-9%
Cc1ccc(SCC(=O)Nc2ccc(S(N)(=O)=O)cc2)cc1
→ i	-2%	0.8	-0.2%	9%	-4%	5%	9%	-2%
CCc1ccc(OC(C)C(=O)Nc2ccc(S(=O)(=O)Nc3nccs3)cc2)cc1 (stereo not drawn)
→ i	3%	-1.6	-0.5%	-21%	-27%	-10%	-10%	-1%
CCCn1nnnc1SCC(=O)NNC(=O)c1ccco1
→ i	5%	-3.3	0.0%	4%	1%	-2%	-6%	-1%
COCc1ccc(C(=O)N2CCC(CCC(=O)Nc3cccc(C)c3)CC2)s1
→ i	-1%	-1.0	-2.0%	?	-4%	5%	-5%	11%
COc1ccc(NC(=O)CN2CCN(CC#N)CC2)cc1
→ i	1%	-11	-0.3%	13%	-3%	6%	-2%	2%
O=C(Cn1c(=O)n(Cc2nc(-c3ccccc3)no2)c(=O)c2cc3c(cc21)OCO3)Nc1ccccc1
→ .	.	.	0.2%	13%	.	8%	.	1%
CC(C)C[C@@]12C(=O)N(c3cccc(Cl)c3)C(=O)N1[C@H](c1ccc(Br)cc1)[C@@H]1C(=O)N(C(C)(C)C)C(=O)[C@@H]12
→ i	-1%	-1.6	-1.1%	-20%	12%	-49%	3%	-5%

# Ordered by the number under Nrf2 inh (smallest number first): 3 of the compounds above
smiles	Nrf2 inh
CC(C)C[C@H](N)c1nnc(S(=O)(=O)Cc2ccc(F)cc2)o1	-25%
CN1CCN(c2ccccc2NC(=O)c2ccc(-c3ccccc3[N+](=O)[O-])o2)CC1	0%
Cc1cn([C@H]2C[C@H](O)[C@@H](CCC(=O)NCCc3cnc[nH]3)O2)c(=O)[nH]c1=O	3%

# The listing continues.
# Each structure is followed by: pAkt inh	MmCpn inh	CCT modulator	Nrf2 ARE act	Nrf2 inh	EPAC2 antag	TGFb inhibitor	EPAC2 ag	A549 tox
O=C(COc1ccc(Cl)cc1)NC1CCSC1=O (stereo not drawn)
→ i	0%	0.0	0.0%	?	-1%	0%	4%	1%
COCCNC(=O)CS(=O)Cc1nc(-c2ccc(OC)cc2)oc1C (stereo not drawn)
→ i	-1%	-0.6	-0.1%	9%	6%	-1%	3%	-1%
CCc1nnc(NC(=O)c2oc3ccccc3c2COC(C)C)s1
→ i	-1%	-1.4	0.1%	?	-3%	5%	5%	-4%
COCCCN(C(=O)C1=COCCO1)c1c(N)n(Cc2ccccc2)c(=O)[nH]c1=O
→ i	.	-2.1	2.0%	.	4%	?	-1%	.
Cc1ccc2[nH]c3c(c2c1)CCCC3=O
→ i	-4%	-2.5	7.0%	9%	8%	-1%	-6%	3%
CCc1ccc(NC(=O)c2cccc(C(=O)Nc3ccc(CC)cc3)n2)cc1
→ i	0%	-2.9	3.6%	-2%	-4%	-2%	-9%	-2%
Cc1c(C(=O)Nc2c(C)n(C)n(-c3ccccc3)c2=O)oc2ccccc12
→ i	-2%	-1.2	-0.4%	7%	-2%	-4%	-7%	-7%
C/[N+]([O-])=C\c1ccc([N+](=O)[O-])o1
→ i	-1%	-2.3	?	?	1%	?	12%	?
CSc1ccc(/C=C(/NC(=O)c2ccccc2)C(=O)N2CCN(C)CC2)cc1
→ i	1%	-1.1	0.2%	1%	17%	1%	1%	1%
C[C@H](NC(=O)C1CC(=O)N(c2ccc3c(c2)OCO3)C1)C(=O)NC1CCCC1 (stereo partly drawn)
→ i	2%	-0.1	0.3%	19%	-3%	-3%	6%	-8%
